PRMT1 FP inh: PRMT1 methyltransferase inhibitors, primary screen, biochemical, fluorescence polarization; hit rate 1.3% among 370,000; recombinant PRMT1, activity-based probe fluorescence polarization; Protein arginine N-methyltransferase 1 (Homo sapiens), Q99873; inhibition, % at 2.79 µM;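 active = inhibition above about 21% made by adding two undisclosed values, limit read from the data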
Target sequence (Q99873 whole entry, looked up): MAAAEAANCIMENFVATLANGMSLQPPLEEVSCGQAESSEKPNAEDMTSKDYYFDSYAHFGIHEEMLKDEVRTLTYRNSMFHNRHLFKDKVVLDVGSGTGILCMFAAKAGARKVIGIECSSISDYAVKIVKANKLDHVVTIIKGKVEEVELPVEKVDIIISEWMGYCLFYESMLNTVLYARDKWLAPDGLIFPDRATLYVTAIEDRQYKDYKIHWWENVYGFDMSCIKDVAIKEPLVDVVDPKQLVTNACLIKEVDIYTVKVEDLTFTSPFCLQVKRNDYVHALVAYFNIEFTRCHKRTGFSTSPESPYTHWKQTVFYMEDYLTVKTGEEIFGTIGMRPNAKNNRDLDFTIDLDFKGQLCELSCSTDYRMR
LEDGF integ inh: blockers of LEDGF/p75-dependent integrase strand transfer – biochemical, TR-FRET, high throughput, primary screen; TR-FRET IN-LEDGF/p75 DNA integration, Eu/Cy5; inhibition, % at 3.7 µM; hit rate 0.64% among 370,000; AID 743269, 2014;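 active = inhibition above the screen-wide mean plus 3 SD, cut at about 13% in these data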;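 also: signal is the Cy5 over europium emission ratio at 671 and 618 nm; 0% = plate median of compound wells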
TCR CD3 inh: inhibitors of human TCR-CD3 interaction, primary screen, biochemical, fluorescence, TAMRA-labeled TCR probe; T-cell receptor (TCR); inhibition, % at 9.4 µM; hit rate 0.37% among 360,000; AID 651800, 2012; in the data active = inhibition above about 19%;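 also: recombinant mutant TCR 2C K166C tagged with TAMRA read by polarization; 0% = receptor in buffer alone and 100% = receptor with positive control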
mABHD4 FP: ABHD4 inhibitors, primary screen, biochemical, fluorescence polarization, mouse; (Lyso)-N-acylphosphatidylethanolamine lipase (Mus musculus), Q8VD66; purified mABHD4, FP-Rh probe fluorescence polarization; inhibition, % at 8.92 µM; hit rate 0.54% among 370,000; AID 720543, 2013;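 active = inhibition exceeding the mean over every tested compound plus 3 SD, cut at about 30% in these data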;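 also: 0% = plate median of compound wells and 100% = S159A mutant with DMSO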
Target sequence (Q8VD66 whole entry, looked up): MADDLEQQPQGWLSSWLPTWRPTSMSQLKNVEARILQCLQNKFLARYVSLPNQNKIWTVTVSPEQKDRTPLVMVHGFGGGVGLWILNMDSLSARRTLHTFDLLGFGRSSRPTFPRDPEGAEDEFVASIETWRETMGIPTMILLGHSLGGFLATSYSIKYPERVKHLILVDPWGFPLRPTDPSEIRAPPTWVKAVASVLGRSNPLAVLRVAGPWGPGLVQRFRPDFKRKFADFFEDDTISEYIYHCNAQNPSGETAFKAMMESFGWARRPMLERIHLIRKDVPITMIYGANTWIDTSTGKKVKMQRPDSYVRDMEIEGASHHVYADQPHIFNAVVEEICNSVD
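Assay system: wild-type mouse ABHD4 protein; compound: single nominal dose of 8.92 µM, 0.89% DMSO final; schedule: 45 min + 60 min at 25 °C; measured by: FP readout, ex 525 nm / em 598 nm; evaluation: % inhibition of FP-Rh probe binding versus controls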
HTRA1 inh: HTRA1 serine protease inhibitors, primary screen, biochemical, fluorescence polarization, HTS; Q92743; AID 504803, 2011; inhibition, % at 5.96 µM; recombinant HTRA1, FP-rhodamine activity-based probe; hit rate 0.5% among 340,000; in the data active = inhibition above about 36%;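 also: 0% = enzyme with DMSO and 100% = wells lacking enzyme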
NR1D1 modulator: modulators of Rev-erb alpha DNA binding, primary screen, biochemical, FITC-DNA, fluorescence polarization, uHTS | Rev-erbα–FITC-DNA binding, 90 min | activity, % at 10 µM | hit rate 0.79% among 370,000 | AID 1259318, 2017;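 active = activity above about 14%, limit read from the data; passing the limit was not always enough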;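 also: 0% = DMSO wells with 35 nM protein and 100% = DMSO wells with 750 nM protein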
TDP2 inh: human TDP2 enzyme inhibitors, primary screen, biochemical, epi absorbance, recombinant enzyme | Tyrosyl-DNA phosphodiesterase 2 (Homo sapiens), O95551 | T5PNP hydrolysis, p-nitrophenol absorbance 415 nm | inhibition, % at 12.8 µM | hit rate 0.34% among 370,000;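 active = inhibition above the mean of all tested compounds plus 3 SD, set per campaign, cut at about 25% in these data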;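 also: 0% = DMSO with enzyme and 100% = buffer with substrate but no TDP2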
Target sequence (O95551 whole entry, looked up): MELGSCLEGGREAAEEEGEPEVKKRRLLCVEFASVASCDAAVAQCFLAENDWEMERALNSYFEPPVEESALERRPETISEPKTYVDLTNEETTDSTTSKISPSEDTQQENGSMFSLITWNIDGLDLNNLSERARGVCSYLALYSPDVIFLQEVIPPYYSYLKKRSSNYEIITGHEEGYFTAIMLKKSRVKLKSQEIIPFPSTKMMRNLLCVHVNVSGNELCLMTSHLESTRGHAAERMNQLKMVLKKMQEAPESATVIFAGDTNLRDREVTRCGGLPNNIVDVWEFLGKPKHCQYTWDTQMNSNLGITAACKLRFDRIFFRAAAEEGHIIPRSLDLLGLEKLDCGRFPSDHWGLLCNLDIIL
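Test system: Human TDP2 enzyme | Reagent: 5 mM T5PNP | Compound dosing: 12.8 µM single point, 1% DMSO | Incubation: Enzyme reaction with compound for 2 h at 37 °C | Technique: p-Nitrophenol epi absorbance | Read-out: % inhibition relative to enzyme-containing and enzyme-free wells | Benchmarks: High control without enzyme, low control DMSO plus TDP2 | Replicates: Singlicate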
PG9 Ab binder: binders of HIV-1 gp120 antibody PG9, primary screen, biochemical, TR-FRET; HIV-1 gp120 / PG9 antibody interaction; TR-FRET gp120-PG9 antibody binding; inhibition, % at 6.7 µM; hit rate 0.43% among 360,000; AID 624416, 2012; in the data active = inhibition above about 8.5%
rCAG RNA binder: binders of r(CAG) RNA repeats, primary screen, biochemical, fluorescence; r(CAG) RNA repeat, TO-PRO-1 dye displacement fluorescence; inhibition, % at 3 µM; hit rate 1.3% among 370,000; AID 651821, 2012;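 active = inhibition above the plate cutoff, the mean of all test compounds on that plate plus 3 SD, cut at about 35% in these data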;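 also: 0% = DMSO alone and 100% = 100 µM mitoxantrone as full dye displacement; higher means more dye released from RNA so lower well fluorescence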
SIAE inh: human SIAE inhibitors, primary screen, biochemical, fluorescence polarization, FP-Rh probe, 1536-well HTS; SIAE FP-Rh probe binding; inhibition, % at 9.66 µM; hit rate 0.69% among 370,000; AID 1053197, 2014;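 active = inhibition above a cutoff: mean of compounds within the control limits plus 3 SD of those, cut at about 17% in these data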;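 also: 0% = plate median of compound wells and 100% = probe without SIAE protein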
* marks the source's active call; other numbers are inactive results; / = not tested or not shown; & = joins results of further samples.

entry	molecule	PRMT1 FP inh	rCAG RNA binder	SIAE inh	PG9 Ab binder	TCR CD3 inh	LEDGF integ inh	TDP2 inh	mABHD4 FP	NR1D1 modulator	HTRA1 inh
1	Cc1cccc(C(=O)N[C@H](C(=O)OCc2cc(=O)n3c(n2)sc2ccccc23)C(C)C)c1	0	16	-7	-2.0	11	4	-3	0	-25	-38
2	CC(C)OC(=O)CSc1nnc(-c2cccnc2)n1N	0	-2	2	-2.5	1	2	7	-3	-6	9
3	Cc1nc2ccc(NC(=O)/C=C/C(=O)O)cc2nc1C	4	-2	0	-1.7	9	1	4	4	0	-5
4	COC(=O)[C@]12C[C@H](CC(=O)N3CCCCC3)C(=O)N(CCC3=CCCCC3)C1=C[C@H](C(C)C)O[C@@H]2C1CC1	1	-1	2	/	/	0	3	2	-6	/
5	COc1cc([N+](=O)[O-])ccc1NC(=O)C[n+]1ccccc1C	-1	0	2	-0.5	3	-1	-7	-6	-1	10
6	CC(=O)Nc1ccc(S(=O)(=O)Nc2nc3ccccc3nc2Cl)cc1	-1	5	-2	17*	7	-3	9	4	2	3
7	C=CCNc1nc2cc(-c3cccc(Cl)c3)sc2c(=O)n1C	2	6	-19	-0.7	-5	0	3	-11	1	/
8	Cc1nnc(NC(=O)C(C)Sc2nnc(-c3ccco3)n2C)s1 (configuration not stated)	-1	3	-3	0.2	-1	-1	9	6	7	3
9	CCN(CC)C(=O)n1nc(C)c(CN2C(=O)c3ccccc3C2=O)c1C	-2	-3	4	-1.3	4	-4	-3	1	2	2
10	Cc1cc2ccccn2c1C(=O)c1cccc([N+](=O)[O-])c1	-2	-1	0	-0.7	5	0	2	-6	0	2
11	CC(C)(O)P(C)(=O)c1ccccc1 (configuration not stated)	-4	-2	-6	0.4	-1	-3	1	-4	-1	7
12	O=c1cnnc(N/N=C/c2ccc3c(c2)OCO3)[nH]1	2	-1	5	1.0	8	1	-5	-1	-2	10
13	CCOC(=O)c1cnn(CC2CCCCC2)c1N	0	-3	3	0.0	-1	-3	4	6	-1	-7
14	CC(=O)Oc1ccc2c(=O)c(-c3ccccc3)c(C)oc2c1	-3	-6	11	0.8	3	-2	-2	-2	-3	9
15	CCCCOc1ccc(C(=O)NCC(=O)NCC(c2ccco2)N2CCCCC2)cc1 (configuration not stated)	0	-8	-4	1.2	-11	-4	6	3	-2	-2
16	CN(C)C(=O)Cn1c(=O)n(C)c2ccccc21	-1	2	4	-1.3	4	0	4	-3	-1	4
17	CCCCCNC(=O)C(c1cccc2ccccc12)n1c(=O)c(-c2ccccc2)nc2ccccc21 (configuration not stated)	-2	5	-6	0.5	3	1	0	0	-4	/
18	CC1(c2ccc(OC(F)F)cc2)NC(=O)N(CC(=O)Nc2ccccc2)C1=O (configuration not stated)	6	1	0	0.8	-5	-11	-21	-2	4	9
19	CCOc1ccc2[nH]c(=O)c(C(c3nnnn3Cc3ccco3)N3CCC(C)CC3)cc2c1 (configuration not stated)	-1	0	1	0.2	5	0	1	4	3	7
20	COc1ccc(OC)c(S(=O)(=O)NCC(c2ccco2)N2CCc3ccccc32)c1 (configuration not stated)	-2	2	18*	-2.3	7	-1	14	1	7	0
21	CCC(CC)C(=O)Nc1cccc(SC)c1	0	3	4	-0.8	1	-4	2	4	-3	/
22	O=C(N/N=C1/CC2C=CCC12)c1ccco1 (configuration not stated)	-1	-1	5	-0.2	1	1	-7	-7	-7	4
23	O=C(c1ccc(-c2cccc(C(F)(F)F)c2)o1)N1CCN(c2ccccc2O)CC1	2	-2	-7	-1.4	9	1	-11	-2	-4	-18
24	O=C(Nc1cc(Cl)ccc1O)c1cc2n(n1)C(C(F)(F)F)CC(c1ccc3c(c1)OCO3)N2 (configuration not stated)	0	10	-4	2.5	-6	2	-6	-33	1	-23
25	CCCCn1c(N)c(N(CCOC)C(=O)c2ccc(N3CCCC3)c([N+](=O)[O-])c2)c(=O)[nH]c1=O	0	-2	4	1.6	0	27*	-4	1	0	-4
26	Cc1cccc(N2Cc3ccccc3C2=NC(=O)c2ccc(Cl)nc2)c1	-1	4	2	-1.5	-3	2	5	1	5	-4
27	COc1ccc(N2CCN(c3oc(COc4ccc(Cl)cc4Cl)nc3C#N)CC2)cc1	-3	5	4	1.0	-2	4	-5	-1	6	-14
28	Cc1c(C(=O)Nc2ccc(F)cc2)nnn1-c1cccc(C(F)(F)F)c1	9	-3	-2	-1.5	-3	-3	-7	-1	-3	-7
29	CC(=O)N1CCc2cc(S(=O)(=O)NCCC(=O)NC3CCCCCC3)ccc21	-4	0	-1	0.7	2	3	9	-6	3	1
30	CCCCn1c(NCCN(C)C)nc2c1c(=O)[nH]c(=O)n2C	-1	-1	7	1.4	0	3	-6	6	-6	1
31	COc1ccccc1N1CCN(CC(=O)Nc2cc(C)nn2-c2nc(C)cc(C)n2)CC1	5	-6	1	-0.7	-13	-1	1	-6	-2	-1
32	OC(c1ccc2c(c1)OCO2)c1ncc(-c2ccc(Cl)cc2)[nH]1 (configuration not stated)	3	4	0	-0.4	-5	1	1	5	0	/
33	O=C(NC(C(=O)c1ccccc1)N1CCOCC1)c1ccccc1 (configuration not stated)	-3	-2	5	-0.3	3	1	1	-2	-3	-1
34	CCc1nc2ccc(C(=O)NCCc3ccccc3OC)cc2nc1CC	1	-8	-10	-0.2	1	1	12	-2	-1	-1
35	COc1ccc(C2Nc3ccccc3C(=O)N2c2ccc(C)cc2)cc1Cn1cc([N+](=O)[O-])cn1 (configuration not stated)	2	4	-2	-0.8	-4	0	-4	2	0	-30
36	O=C(O)c1ccccc1NS(=O)(=O)c1ccc2c3c(cccc13)C(=O)N2	-3	12	0	-0.8	3	0	8	4	1	-7
37	COc1cccc(-c2nc(SCC(=O)Nc3nc(-c4ccccc4)c(C)s3)[nH]c(=O)c2C#N)c1	1	70*	-54	-1.2	5	-1	4	-52	-4	-59
38	CCN(CC)Cc1c(O)ccc2c(=O)c(-c3ccc4c(c3)OCCO4)coc12	-2	1	6	-0.4	11	-1	4	-5	-3	7
39	CN1CCC[C@H]1c1cccnc1	-7&-5	1&2	5&-3	0.3&-0.5	9&-3	2&1	-2&-5	17&4	-4&1&-3	-1&3
40	COc1cccc(CN2CCC2(C)C(=O)Nc2cnc3ccccc3c2)c1F (configuration not stated)	-1	2	-5	-1.9	0	-5	5	-7	2	/
41	O=C(COc1ccccc1)Nc1ncn[nH]1	7	-4	-4	0.1	-3	-5	-1	-12	3	3
42	O=C1c2ccccc2NC(c2ccccn2)N1c1ccccc1F (configuration not stated)	-1	1	12	-0.9	-9	2	10	5	-4	1
43	CC(C)C(NC(=O)c1c(F)cccc1F)C(=O)NCCc1ccc(S(N)(=O)=O)cc1 (configuration not stated)	-2	6	1	-2.0	-3	2	-6	-3	-5	-4
44	CCOc1ccc(Nc2nc(Cl)nc(NCCO)n2)cc1	0	0	0	-0.4	-3	0	12	4	-1	7
45	COc1cc2c(cc1CNC[C@H]1O[C@@H](n3cc(C)c(=O)[nH]c3=O)C[C@@H]1O)OCO2	-1	1	-5	0.1	-1	2	0	12	4	5
46	Cn1c(=O)c2[nH]c(C3CCC3)nc2n(C)c1=O	-2	0	2	-0.6	-8	1	-7	-5	8	-2
47	O=C(NCCCN1CCOCC1)c1ccc2c(c1)N(Cc1ccc(Cl)cc1)C(=O)c1ccccc1S2=O (configuration not stated)	-2	-5	-2	0.4	5	0	53*	0	-2	-2
48	CN(C)CCNC(=O)/C=C/c1cn(-c2ccccc2)nc1-c1cc2ccccc2oc1=O	3	-1	-3	-0.4	-2	-3	6	-2	-2	4

The closing 2 compounds of the section above come first, to join the parts.
entry	molecule	PRMT1 FP inh	rCAG RNA binder	SIAE inh	PG9 Ab binder	TCR CD3 inh	LEDGF integ inh	TDP2 inh	mABHD4 FP	NR1D1 modulator	HTRA1 inh
47	O=C(NCCCN1CCOCC1)c1ccc2c(c1)N(Cc1ccc(Cl)cc1)C(=O)c1ccccc1S2=O (configuration not stated)	-2	-5	-2	0.4	5	0	53*	0	-2	-2
48	CN(C)CCNC(=O)/C=C/c1cn(-c2ccccc2)nc1-c1cc2ccccc2oc1=O	3	-1	-3	-0.4	-2	-3	6	-2	-2	4
49	CN(C)c1ccnc(C(=O)O)c1	1	-2	-1	-0.1	-1	-2	7	-2	5	8
50	Cc1cc(C)cc(OCC(=O)Nc2ccc(N3CCOCC3)cc2N2CCOCC2)c1	-5	-4	7	-1.9	5	0	6	-1	-1	8
51	Cn1nc(C(=O)OCC(=O)c2ccc(Br)cc2)c2ccccc2c1=O	-1	6	7	1.1	6	2	-3	-3	2	4
52	CC12CCC(=O)C=C1CCC1C2CCC2(C)C(C(=O)CO)CC(O)C12 (configuration not stated)	1	-1	5	-1.7	1	-3	14	-3	0	0
53	O=C(c1ccccc1NS(=O)(=O)c1cccc([N+](=O)[O-])c1)N1CCOCC1	1	4	1	-4.0	2	5	-5	-7	-1	-6
54	CC1(C(=O)NS(=O)(=O)c2ccccc2Cl)CCN1C(=O)Cc1ccccc1Cl (configuration not stated)	0	10	-3	-1.4	-8	5	-11	-11	3	/
55	CCC1(CC)Cc2ccccc2C2=C(C(=O)N3CCCCC3)C(=O)C(=O)N21	-3	-2	-3	-0.6	5	5	1	4	2	5
56	CCc1nnc(NS(=O)(=O)c2ccc(NC(=O)c3cccc(Br)c3)cc2)s1	8	73*	-11	1.1	2	1	-3	-44	-1	-72
57	CCOC(=O)c1cc2n(c1C)-c1ccccc1C2=O	-1	4	-8	-0.5	8	2	-14	-8	0	-1
58	Oc1ccc(Oc2ccc(Oc3ccc(O)cc3)cc2)cc1	-1	1	-3	-0.7	6	1	7	-23	3	-3
59	COc1ccccc1Nc1ccncc1[N+](=O)[O-]	-4	-2	11	1.2	5	1	5	3	11	0
60	O=C(CCN1C(=O)c2ccccc2C1=O)Nc1cccc(O)c1	-6	-1	20*	-1.6	5	1	14	-1	-5	10
61	COc1ccc(OC)c(NC(=O)CSc2nnc(CNC(=O)c3cc(OC)c(OC)c(OC)c3)o2)c1	1	1	15	-2.0	1	1	3	4	-5	0
62	CCc1ccccc1N(CC(=O)N1CCN(c2ccccc2)CC1)S(C)(=O)=O	-1	-5	-1	0.6	-6	-1	5	1	-1	-3
63	COc1cccc(NC(=O)CSc2nc(C3CC3)nc3ccccc23)c1	0	2	2	0.4	-8	-2	16	2	-7	-1

High-throughput results deposited in PubChem BioAssay by several laboratories.

Some of the compounds tested; rates above refer to the full screens.
